Screening data: PubChem, NMMLSC
RGS4-Gao reg: human RGS4-Galphao interaction regulation. binding response (% of control), % at 10 µM. Multiplexed bead flow cytometry, RGS4-Galphao binding; actives lie on both sides. AID 1415. hit rate 0.33% among 220,000. P09471; in the data active means binding response below about 49% or above about 150%; inactive means in between;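 further: fluorescent Galphao activated with aluminum fluoride binding bead-coupled RGS4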
ABCG2 inh: human ABCG2 inhibition, ABCB1 as counter-screen. IgMXP3 cells, JC-1 efflux, flow cytometry. AID 1325. Q9UNQ0. hit rate 0.1% among 190,000. inhibition, % at 6.6 µM;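 active means inhibition above 80%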;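 further: 0% = DMSO and 100% = nicardipine control wells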
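Assay system – ABCG2 IgMXP3 and barcoded ABCB1 CCRF-Adr cell mix · Input – 3 million cells/mL in well · Reagent – JC-1 fluorescent substrate · Compound – single test compound dose, 6.6 µM final · Timing – 10 min exposure at 25 °C with rotation, no wash · Detection – flow cytometry of retained JC-1 fluorescence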
Bcl-XL Bim block: inhibitors of Bim-Bcl-XL interaction, human. Q07817. Bim peptide-Bcl-XL binding, bead flow cytometry, fluorescence. inhibition, % at 10 µM. hit rate 0.04% among 190,000. AID 1007
Target sequence (Q07817 whole entry, looked up): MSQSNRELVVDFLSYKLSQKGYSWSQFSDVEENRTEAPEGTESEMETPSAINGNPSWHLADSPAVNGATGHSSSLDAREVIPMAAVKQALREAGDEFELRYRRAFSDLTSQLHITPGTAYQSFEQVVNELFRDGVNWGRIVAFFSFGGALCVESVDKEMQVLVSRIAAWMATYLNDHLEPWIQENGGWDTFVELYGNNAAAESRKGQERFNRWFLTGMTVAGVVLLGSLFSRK
Bcl-B Bim block: human Bim-Bcl-B interaction inhibition; inhibition, % at 10 µM; Q9HD36; AID 951; hit rate 0.073% among 190,000; bead-based flow cytometry, Bim peptide-Bcl-B binding;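 further: 0% = tracer peptide without compound and 100% = reference inhibitor peptide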
RGS7-Gao: regulators of human RGS7-Galphao interaction | P09471 | Multiplexed bead flow cytometry, RGS7-Galphao binding; actives lie on both sides | binding response (% of control), % at 10 µM | hit rate 0.35% among 220,000 | AID 1439; in the data active means binding response below about 49% or above about 150%; inconclusive means no clear call, values can overlap the other calls; inactive means in between;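 further: fluorescent Galphao held in activated GDP-AlF4 state binding bead-coupled RGS7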
ABCB1 block: inhibitors of human ABCB1 transporter, ABCG2 counter-screen. P08183. CCRF-Adr cells, JC-1 efflux, flow cytometry. hit rate 0.067% among 190,000. inhibition, % at 6.6 µM; in the data active means inhibition above about 40%;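 further: 0% = vehicle and 100% = reference inhibitor; higher value means more JC-1 retained so stronger ABCB1 efflux block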
RGS8-Gao reg: modulates binding of RGS8 to human Galphao | multiplexed bead flow cytometry; actives lie on both sides | P09471 | response (percent of control binding), % at 10 µM | hit rate 0.34% among 220,000; in the data active means response below about 60% or above about 140%; inactive means in between;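 further: Galphao activated as the GDP aluminium fluoride complex binding bead-coupled RGS8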
Bcl-W Bim block: human Bim-Bcl-W interaction inhibition; Q92843; bead-based flow cytometry, Bim peptide-Bcl-W binding; inhibition, % at 10 µM; hit rate 0.02% among 190,000; AID 952;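 further: 0% = bound tracer without compound and 100% = peptide blocker; higher means less fluorescent Bim peptide bound to Bcl-W beads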
Bfl-1 Bim block: human Bim-Bfl-1 interaction inhibition; Q16548; Bead-based flow cytometry, Bim-Bfl-1 binding inhibition; hit rate 0.12% among 190,000; AID 1008; inhibition, % at 10 µM;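 further: 0% = wells without compound plus tracer and 100% = blocker peptide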
Bim-Mcl-1: disrupts Bim peptide binding to human Mcl-1. Q07820. Bead-based flow cytometry, Bim peptide-Mcl-1 binding. inhibition, % at 10 µM. hit rate 0.1% among 190,000;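 further: 0% = no compound tracer wells and 100% = peptide blocker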
Target sequence (Q07820 whole entry, looked up): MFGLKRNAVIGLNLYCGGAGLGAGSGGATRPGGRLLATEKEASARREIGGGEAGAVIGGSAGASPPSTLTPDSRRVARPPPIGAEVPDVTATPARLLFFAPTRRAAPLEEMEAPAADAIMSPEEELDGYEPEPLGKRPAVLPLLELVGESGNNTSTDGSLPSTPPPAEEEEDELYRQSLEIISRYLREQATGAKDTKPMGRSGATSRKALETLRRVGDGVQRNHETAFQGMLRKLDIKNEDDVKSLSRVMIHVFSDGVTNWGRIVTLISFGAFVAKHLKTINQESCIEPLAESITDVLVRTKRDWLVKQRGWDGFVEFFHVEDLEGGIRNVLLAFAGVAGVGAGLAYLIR
Bcl-2 Bim block: disrupts Bim peptide binding to human Bcl-2; P10415; Bead-based flow cytometry, Bim peptide-Bcl-2 binding; inhibition, % at 10 µM; hit rate 0.06% among 190,000; AID 950; in the data active means inhibition above about 40%; inconclusive means no clear call, values can overlap the other calls;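 further: 0% = no compound wells with probe peptide and 100% = reference peptide inhibitor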
Target sequence (P10415 whole entry, looked up): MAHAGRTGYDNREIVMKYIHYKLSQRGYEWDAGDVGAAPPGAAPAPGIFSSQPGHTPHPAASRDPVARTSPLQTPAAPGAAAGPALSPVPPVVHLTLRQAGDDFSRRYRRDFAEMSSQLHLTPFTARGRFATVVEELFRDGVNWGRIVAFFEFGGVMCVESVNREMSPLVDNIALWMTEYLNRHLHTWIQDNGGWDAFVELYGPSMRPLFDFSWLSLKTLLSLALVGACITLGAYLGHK
Starred values were filed as active, the others as inactive; ? = inconclusive. Unless noted, no stated cut-off is given here; in the data, active means inhibition above about 40%.

SMILES	RGS4-Gao reg	ABCG2 inh	Bcl-XL Bim block	Bcl-B Bim block	RGS7-Gao	ABCB1 block	RGS8-Gao reg	Bcl-W Bim block	Bfl-1 Bim block	Bim-Mcl-1	Bcl-2 Bim block
CN(C)c1ccc(C(=O)n2nnc3ccccc32)cc1	101	0	-3	-4	102	-0.1	101	3	-12	-3	-6
Cn1ncc2c(NNC(=O)c3ccc(O)cc3)ncnc21	100	-9	0	-16	?	-1.9	100	3	-1	0	-3
Cc1cccc(N2C(=O)c3cccnc3C2=O)c1	100	23	-5	-6	102	0.8	103	2	-18	-4	-10
CCOC(=O)C1CCN(c2ncnc3c2c(-c2ccccc2)cn3-c2ccccc2)CC1	86	3	-2	-2	100	1.0	92	-2	-3	0	-5
CC(=O)Nc1ccc(S(=O)(=O)NCCNc2ccccc2[N+](=O)[O-])cc1	110	6	-3	-1	106	1.1	121	-1	0	-2	0
Cc1ccccc1NC(=O)CSc1nc(N)c2c3c(sc2n1)CSC(C)(C)C3	99	5	-5	-3	102	1.1	106	-5	3	-4	-3
Cc1cc(Oc2ccc(-c3nnc(-c4ccccc4)o3)cc2[N+](=O)[O-])ccc1Cl	101	1	5	2	100	0.0	101	2	5	3	7
CCc1c(C(=O)N/N=C/c2ccc(C)o2)csc1C	101	0	-3	-7	97	0.0	102	2	0	-2	-2
O=C(COc1cccc2c1CCN(Cc1ccc(Br)cc1)C2=O)NCc1ccco1	98	13	-5	-4	103	3.4	103	-5	-5	6	-3
CCNC(=S)/N=C(\N)Nc1nc(C)c2cc(C)ccc2n1	111	1	-5	-8	109	0.9	113	-5	-6	-1	-4

Entries of single compounds from above. Screens in order: RGS4-Gao reg | ABCG2 inh | Bcl-XL Bim block | Bcl-B Bim block | RGS7-Gao | ABCB1 block | RGS8-Gao reg | Bcl-W Bim block | Bfl-1 Bim block | Bim-Mcl-1 | Bcl-2 Bim block
`O=C(COc1cccc2c1CCN(Cc1ccc(Br)cc1)C2=O)NCc1ccco1` reads 98 | 13 | -5 | -4 | 103 | 3.4 | 103 | -5 | -5 | 6 | -3
`CCc1c(C(=O)N/N=C/c2ccc(C)o2)csc1C` reads 101 | 0 | -3 | -7 | 97 | 0.0 | 102 | 2 | 0 | -2 | -2
`Cc1ccccc1NC(=O)CSc1nc(N)c2c3c(sc2n1)CSC(C)(C)C3` reads 99 | 5 | -5 | -3 | 102 | 1.1 | 106 | -5 | 3 | -4 | -3

Next section:
SMILES	RGS4-Gao reg	ABCG2 inh	Bcl-XL Bim block	Bcl-B Bim block	RGS7-Gao	ABCB1 block	RGS8-Gao reg	Bcl-W Bim block	Bfl-1 Bim block	Bim-Mcl-1	Bcl-2 Bim block
COc1cccc(N=C2SC(C(=O)Nc3ccc(F)cc3)CC(=O)N2C)c1 (stereo unspecified)	99	5	0	-1	101	1.1	98	-1	0	-3	-1
Cc1c(C(=O)NC(Cc2ccccc2)c2nc3ccccc3[nH]2)cccc1[N+](=O)[O-] (stereo unspecified)	99	7	-7	-7	98	1.7	102	-5	0	-4	-1
COc1ccc2[nH]c3c(=O)n(CCCCC(=O)NCCN4CCCC4)c(=S)[nH]c3c2c1	102	1	-4	-5	103	0.0	98	0	4	-3	1
CC1(C)CN(c2ccc(Br)cc2Br)C1=O	98	6	1	1	99	1.2	97	1	-5	5	-3
CN(C)CCNc1ncnc2c1cnn2-c1ccc(Cl)cc1	97	0	-2	-3	104	0.0	101	1	-11	1	-1
C=CCn1c(=O)c2ccccc2n2c(SCC(=O)/C(C#N)=C(\C)N)nnc12	95	3	1	1	96	0.2	100	0	1	0	1
COCc1nc(-c2cc(OC)c(OC)c(OC)c2)no1	99	20	-7	-7	102	-0.6	101	-2	-23	-3	-9
N=c1n(CCc2ccccc2)c2ccccc2n1Cc1ccccc1F	104	5	-6	-12	101	0.5	103	-6	-15	-6	-8
Cc1ccc(NCc2nnc(SCC(=O)c3ccccc3)o2)c(C)c1	93	2	-3	-5	101	0.0	97	-3	-3	-2	-6
CC(=O)OC(C(=O)N1CCOCC1)c1c(F)cccc1F (stereo unspecified)	99	3	-4	-6	97	1.2	100	-3	-6	-3	-7
Cc1cc(OCCCN2CCN(Cc3ccccc3)CC2)ccc1[N+](=O)[O-]	100	1	1	2	99	0.5	102	0	1	1	0
Nn1c(SCC(=O)NC(=O)Nc2ccc3c(c2)OCCO3)nnc1C1CC1	116	3	0	-1	115	1.2	135	-1	-2	-1	-3
O=C(c1cccc(Cl)c1)N1CCCC(c2ccc(Cl)cc2)=N1	100	3	-9	-12	101	0.5	100	-8	-5	-11	-4
O=C(CCCc1ccccc1)N1CCN(c2ccc([N+](=O)[O-])cc2)CC1	102	8	-6	-7	103	1.0	105	0	-6	0	-4
CC(=O)OCC(=O)NCC(=O)c1c[nH]c2ccccc12	115	6	-1	-4	115	1.5	113	2	0	-1	2
CC(=O)c1ccc(NC(=O)C2CCCN(S(=O)(=O)c3c(C)[nH]c(=O)[nH]c3=O)C2)cc1 (stereo unspecified)	101	1	-1	3	?	2.0	101	0	2	-4	0
Cc1cc(F)c(F)c(C(=O)N2C(C)CCCC2C)c1Cl (stereo unspecified)	99	1	0	-5	97	-0.1	101	0	-3	-2	-5
COc1ccccc1NC(=O)C(=O)N1CCCC1	102	2	-4	-2	99	-0.1	102	-2	-2	-1	-2
Cc1ccc(NN2C(=O)C=C(c3ccc(Cl)cc3)C2=O)cc1	97	1	-1	-9	94	-0.1	88	-1	-8	-3	0
CCOc1ccccc1OCCCCOc1ccccc1F	98	2	-3	-5	95	0.1	91	-6	-10	-2	-8
CC(C)C(c1nnnn1C1CCCCC1)N1CCCc2ccccc21 (stereo unspecified)	100	2	-4	-4	101	0.7	100	-2	1	-2	0
Cn1cnc(S(=O)(=O)NCc2ccccc2)c1	69	0	-1	0	87	0.6	89	3	1	1	0
COc1ccc(S(=O)(=O)N2CCN(C(=O)c3cc(C)oc3C)CC2)cc1	97	2	-4	-5	?	0.8	98	-5	-4	-3	-2
CCOc1cc(N2CCOCC2)c(OCC)cc1NC(=O)COC(=O)c1ccccc1C	108	10	-7	-4	119	0.4	109	-4	0	-4	-6
COc1ccc(C(=O)c2c[nH]cc2-c2ccccc2)cc1	102	11	-11	-7	99	0.9	103	-4	-3	-6	-1
CCOC(=O)C1CCCN(CCC(=O)Nc2cccc(F)c2)C1 (stereo unspecified)	96	2	0	-3	99	0.4	99	1	0	0	-2
Cc1ccc(S(=O)(=O)N2CCOCC2)cc1NC(=O)Cn1ccsc1=N	98	2	-1	-5	97	0.3	95	2	-10	4	-3
O=C(CN1CCN(c2ccccc2F)CC1)Nc1ccccc1F	98	1	-6	-7	99	0.1	99	1	-17	-2	-9
COc1cc(OC)cc(-c2nnc(Sc3ccc(C=O)cc3[N+](=O)[O-])o2)c1	101	0	-2	-8	99	0.1	99	-1	4	-3	-2
CC(=O)c1ccc(NC(=O)c2ccc(COc3ccccc3[N+](=O)[O-])o2)cc1	95	12	-1	-8	100	1.6	99	-6	-1	-4	-5
O=C(/C=C\c1ccccc1[N+](=O)[O-])Nc1ccccc1	100	7	-5	-6	98	0.2	102	-4	-6	-2	-5
COC(=O)c1sc(N2C(=O)C(=O)/C(=C(/O)c3ccccc3)C2c2ccco2)nc1C (stereo unspecified)	99	0	0	0	97	-0.2	100	5	2	0	4
Cc1sc2nc(N3CCOCC3)[nH]c(=O)c2c1-c1ccccc1	99	6	-8	-10	96	1.0	100	-5	0	-4	-2
Cc1ccc(S(=O)(=O)N(C)C)cc1NC(=S)NNC(=O)C(N)=O	98	0	-5	-19	103	0.2	101	-1	-1	-1	-1
C=CCSC1=C(C#N)C(c2ccc(OCC)cc2)CC(=O)N1 (stereo unspecified)	108	-2	-4	-5	111	-0.4	113	-2	-1	-3	0
Cc1c(C)n(CC(O)CNCCO)c2ccccc12 (stereo unspecified)	97	0	-3	-2	?	-0.2	96	-4	-5	-1	-3
O=C1c2ccccc2C2NC(=O)C3(CCCCC3)N12 (stereo unspecified)	99	8	-4	-6	98	0.9	99	-4	-3	-3	-11
COC(=O)c1cc(OC)c(OC)cc1NC(=O)CSc1ccc(C)cc1	97	2	0	-1	96	1.0	97	-3	0	-2	0
Cc1ccccc1Nc1nc2ccccc2s1	101	15	-5	-7	101	0.4	100	-4	-3	-6	0
CC(C)(C)n1nnnc1C(c1cc2cc3c(cc2[nH]c1=O)OCCO3)N1CCSCC1 (stereo unspecified)	107	-1	-2	-1	104	0.6	104	0	0	-1	3
NC(=O)c1ccccc1NC(=S)NC(=O)CCc1ccccc1	98	-10	-5	-30	100	-0.6	97	1	3	-10	-8
Cc1ccccc1-c1nc(CN2CCCC2c2ccc(F)cc2)c(C)o1 (stereo unspecified)	101	4	0	-3	98	0.5	100	0	-5	-4	0
N#Cc1cccc(CSc2nnc(CCCO)n2-c2ccccc2)c1	101	3	-8	-5	98	0.6	99	0	-14	1	-5
COCC(C)NCc1cccc(C)c1 (stereo unspecified)	103	2	-6	-2	100	0.3	103	0	-10	1	-2
CCCN1/C(=C(/C#N)C2=NS(=O)(=O)c3ccccc32)N(C)c2ccccc21	98	13	0	0	98	0.6	103	0	-5	0	0
